GPR7 antagonist – human neuropeptides B/W receptor 1 antagonism; P48145; GPR7-expressing cells, fluorescence antagonist assay; inhibition, % at 4.4 µM; 290,000 tested, 1.1% active; AID 1861; in the data active = inhibition above about 16%, passing the limit was not always enough;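 note: cells stimulated with the agonist NPW; 0% = agonist with vehicle and 100% = vehicle without agonist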
PHOSPHO1 block – PHOSPHO1 (human) inhibition; Q8TCT1; recombinant PHOSPHO1, absorbance phosphatase assay; inhibition, % at 13.3 µM; 290,000 tested, 1.1% active; AID 1565; in the data active = inhibition above about 60%
IDE cell activ – IDE (human) activation, cell-based. HEK cells, FAbeta-B cleavage, fluorescence polarization; 0% vehicle, 100% cell-free pure enzyme wells. P14735. activation, % at 5.96 µM. 340,000 tested, 0.073% active;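 active = activation above the mean of all tested compounds plus 3 SD, set per screening campaign, cut at about 17% in these data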
pCIP destab – lowers stability of the mouse p/CIP coactivator protein. F442A p/CIP-EGFP cells, EGFP fluorescence, 16 h. 290,000 tested, 0.01% active. AID 1984. decrease of EGFP signal, % at 10 µM. Q05BA5;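 active = EGFP signal decrease of at least 30% at 10 µM or well 3 SD below plate mean, unless failing retest; inactive = the rest, including hits failing retest or dose response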; note: some compounds called inactive have numbers as strong as hits; many of its hits are not listed in these tables
Target sequence (Q05BA5 1-1403): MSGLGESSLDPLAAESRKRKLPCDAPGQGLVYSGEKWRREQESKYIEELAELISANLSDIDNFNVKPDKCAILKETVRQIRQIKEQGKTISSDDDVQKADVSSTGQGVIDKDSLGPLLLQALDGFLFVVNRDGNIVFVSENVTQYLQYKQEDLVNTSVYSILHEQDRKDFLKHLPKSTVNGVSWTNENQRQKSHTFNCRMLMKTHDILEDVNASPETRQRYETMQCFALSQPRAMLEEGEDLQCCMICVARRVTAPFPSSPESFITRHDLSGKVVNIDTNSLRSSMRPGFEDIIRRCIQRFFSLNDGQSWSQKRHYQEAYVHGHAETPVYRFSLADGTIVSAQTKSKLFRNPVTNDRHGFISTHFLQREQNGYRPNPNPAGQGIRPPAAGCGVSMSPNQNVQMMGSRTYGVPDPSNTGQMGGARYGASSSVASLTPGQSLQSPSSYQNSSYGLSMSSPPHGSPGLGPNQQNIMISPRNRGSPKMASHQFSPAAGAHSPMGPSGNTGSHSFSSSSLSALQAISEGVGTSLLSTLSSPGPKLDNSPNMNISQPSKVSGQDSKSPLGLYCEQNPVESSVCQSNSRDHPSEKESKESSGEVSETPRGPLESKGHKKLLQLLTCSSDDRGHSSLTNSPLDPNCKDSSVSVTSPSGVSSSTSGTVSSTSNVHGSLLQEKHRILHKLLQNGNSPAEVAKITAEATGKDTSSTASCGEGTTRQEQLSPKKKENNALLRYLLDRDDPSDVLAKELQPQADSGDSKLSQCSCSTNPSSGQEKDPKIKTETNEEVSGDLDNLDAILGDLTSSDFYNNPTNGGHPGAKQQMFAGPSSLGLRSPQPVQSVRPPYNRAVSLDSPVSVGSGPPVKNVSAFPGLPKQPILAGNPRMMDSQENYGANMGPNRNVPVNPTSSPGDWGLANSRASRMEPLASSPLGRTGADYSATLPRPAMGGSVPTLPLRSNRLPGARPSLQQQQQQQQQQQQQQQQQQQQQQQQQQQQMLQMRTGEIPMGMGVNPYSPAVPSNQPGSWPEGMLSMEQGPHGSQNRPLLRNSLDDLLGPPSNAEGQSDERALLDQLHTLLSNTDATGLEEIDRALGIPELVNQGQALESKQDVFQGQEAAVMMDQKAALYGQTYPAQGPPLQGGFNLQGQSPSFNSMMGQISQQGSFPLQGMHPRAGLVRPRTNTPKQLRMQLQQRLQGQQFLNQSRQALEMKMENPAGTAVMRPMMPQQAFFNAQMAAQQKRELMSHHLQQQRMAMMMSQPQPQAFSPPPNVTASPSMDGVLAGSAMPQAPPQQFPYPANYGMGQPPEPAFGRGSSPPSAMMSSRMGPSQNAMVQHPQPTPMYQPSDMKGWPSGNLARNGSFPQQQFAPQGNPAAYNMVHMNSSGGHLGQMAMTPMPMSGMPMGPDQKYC
M18AAP inhibitor – PfM18AAP enzyme inhibition; recombinant PfM18AAP, H-Glu-NHMec fluorogenic cleavage; inhibition, % at 7.35 µM; 290,000 tested, 1.2% active; AID 1822;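 active = inhibition above the campaign mean inhibition over all tested compounds plus 3 SD, cut at about 28% in these data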;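 note: 0% = plate median of test compound wells and 100% = 2 mM ZnCl2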
VIM-2 inhibitor – inhibitors of Pseudomonas aeruginosa VIM-2 metallo-beta-lactamase; purified VIM-2, nitrocefin hydrolysis, epi-absorbance fluorescence; inhibition, % at 5.6 µM; 290,000 tested, 0.89% active;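 active = inhibition above the mean of all tested compounds plus 3 SD, cutoff set per screening run, cut at about 7.5% in these data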;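 note: red hydrolysis product quenches plate fluorescence so inhibitors raise well fluorescence; 0% = enzyme with DMSO and 100% = DMSO without enzyme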
IDE cell inh – cellular human IDE inhibition | HEK cells, FAbetaB cleavage, fluorescence polarization | AID 434962 | 320,000 tested, 0.41% active | inhibition, % at 5.59 µM | P14735;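 active = percent inhibition above the average of all tested compounds plus 3 SD, set per screening campaign, cut at about 16% in these data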;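 note: IDE supplied by intact live HEK cells; FP after avidin binding of uncleaved biotin substrate so inhibition keeps polarization high; 0% = DMSO wells and 100% = 60 µM reference IDE inhibitor Ii1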
NALP1 yeast inh – blocks the NALP1 inflammasome reconstituted in yeast; S. cerevisiae NALP1/ASC/caspase-1 growth, X-gal OD620, 72 h; inhibition, % at 10 µM; 280,000 tested, 0.61% active; in the data active = inhibition mostly above about 24%, no sharp cut-off; inactive = mostly below about 32%; note: some compounds called inactive have numbers as strong as hits
IMP-1 inh – blocks Pseudomonas aeruginosa IMP-1 metallo-beta-lactamase | 290,000 tested, 0.45% active | inhibition, % at 5.6 µM | purified IMP-1, nitrocefin hydrolysis, epi-absorbance fluorescence;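 active = inhibition above the mean plus 3 SD of all compounds in the same screening run, cut at about 4.5% in these data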;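 note: 0% = IMP-1 with DMSO and 100% = DMSO wells lacking enzyme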
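System – purified recombinant IMP-1 beta-lactamase · Input – IMP-1 dispensed at 0.2 nM · Timing – 15 min preincubation plus 25 min reaction at 25 °C · Signal – Epi-absorbance fluorescence, 480 nm excitation, 530 nm emission · Measure – percent IMP-1 inhibition derived from blank-referenced optical density · Controls – Enzyme-plus-DMSO low control, enzyme-free DMSO high control · Replication – singlicate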
* hit, by the source's call; . = not tested or not shown.

SMILES	GPR7 antagonist	PHOSPHO1 block	IDE cell activ	pCIP destab	M18AAP inhibitor	VIM-2 inhibitor	IDE cell inh	NALP1 yeast inh	IMP-1 inh
COc1ccc(NC2CCCN(C(=O)c3csc(C(C)C)n3)C2)cc1OC (stereo unspecified)	3	-44	6	-16	0	-2.3	-2	11	-2.0
O=C1c2ccccc2C(=O)N1Cc1cc(-c2ccccc2)no1	-2	14	4	-1	-1	-1.1	-3	21	-3.4
CC(NC(=O)C(=O)N/N=C\c1cccc([N+](=O)[O-])c1)c1ccccc1 (stereo unspecified)	0	33	4	3	4	-3.4	4	12	-4.1
Cc1cccc(N2CN=c3s/c(=C\c4ccncc4)c(=O)n3C2)c1	-4	5	1	1	1	-4.3	.	-17	-2.8
CCN(CC)C(=O)n1nc(C)c(CN2C(=O)c3ccccc3C2=O)c1C	-21	.	5	.	-12	0.7	4	.	-2.0
O=S(=O)(NCc1ccc(F)cc1)c1ccc(-n2cnnn2)cc1	5	4	4	3	-11	1.3	5	3	0.2
COc1ccccc1NC(=O)CC1Nc2ccccc2NC1=O (stereo unspecified)	-1	3	-6	-6	0	-3.3	3	.	-7.0
COc1cccc(C(C(=O)NCC2CCCO2)N(C(=O)Cn2nnc3ccccc32)c2ccc(NC(C)=O)cc2)c1 (stereo unspecified)	-16	22	6	-15	-2	-1.2	3	-8	-1.8
COc1ccc(CCNC(=O)COC(=O)Cc2cccc3ccccc23)cc1	6	-2	2	-10	-9	-1.1	0	30	-1.1
CC1Oc2ccccc2N(CC(=O)Nc2ccc3c(c2)OCO3)C1=O (stereo unspecified)	-6	-12	5	-2	2	-2.1	2	-2	-2.1
O=C(COc1ccccc1)N1CCCCCCC1	-4	44	2	7	-2	-0.6	-3	12	-1.2
CCOC(=O)CSCc1c(C#N)c2ccccc2n1C	0	-17	1	-3	-5	-1.7	7	10	-2.9
Cc1cc(-c2ccc(C)c(S(=O)(=O)N3CCN(c4ccc([N+](=O)[O-])cc4)CC3)c2)on1	10	44	4	-14	12	-4.2	2	3	-1.9
O=S1(=O)CCN(OCc2ccc(Cl)cc2)CC1	-3	36	-1	1	-22	-2.8	-4	-7	-3.5
COCCOC(=O)c1c(C)n(C)c2ccc(OC(=O)c3ccccc3OC)cc12	-12	40	-3	9	-2	-1.4	2	18	-1.1
COc1cccc(NC(=O)N(C2CCCCC2)C(C)c2cccs2)c1 (stereo unspecified)	-2	41	-1	0	0	-1.6	4	15	-2.7
Cc1c(N=C2NC(=O)/C(=C/c3cccc([N+](=O)[O-])c3)S2)c(=O)n(-c2ccccc2)n1C	-1	9	.	-10	-9	0.3	1	29	-3.3
CCCc1nc(Nc2nc3ccccc3o2)nc(C)c1C(=O)OCC	-17	-38	6	-9	-5	-1.9	-3	6	2.4
COc1cc(NS(=O)(=O)c2ccc(NC(=S)NC(=O)c3ccco3)cc2)ncn1	-4	15	.	-21	-1	0.0	6	9	-2.0
CN1CCN(C(=O)/C(=C\c2cccs2)NC(=O)c2ccccc2)CC1	-3	40	0	5	-1	-0.1	2	16	-1.9
O=C(CN1C(=O)CSCC1=O)NCc1ccc(F)cc1	1	-6	0	-4	3	-0.4	3	27	-3.4
N#C/C(=C\c1ccccc1Cl)C(=O)Nc1ccccn1	5	11	6	6	0	-0.6	2	15	-1.2
CCn1ccnc1CN(C)Cc1nc(-c2cccc(Cl)c2)no1	-14	57	2	9	2	-2.8	6	12	-1.5
COc1ccc(N2CCN(C(=O)C3CCCN(c4ncnc5c4nc4n5CCCCC4)C3)CC2)cc1 (stereo unspecified)	5	43	-1	3	-3	2.8	3	2	-1.6
CCOC(=O)Nc1ccc(=O)n(Cc2c(Cl)cccc2Cl)c1	-7	24	-6	12	6	-5.1	6	7	-2.5

Some entries already given, showing only IDE cell activ and NALP1 yeast inh.
SMILES | IDE cell activ | NALP1 yeast inh
CCn1ccnc1CN(C)Cc1nc(-c2cccc(Cl)c2)no1 | 2 | 12
Cc1cc(-c2ccc(C)c(S(=O)(=O)N3CCN(c4ccc([N+](=O)[O-])cc4)CC3)c2)on1 | 4 | 3

New compounds follow:
SMILES	GPR7 antagonist	PHOSPHO1 block	IDE cell activ	pCIP destab	M18AAP inhibitor	VIM-2 inhibitor	IDE cell inh	NALP1 yeast inh	IMP-1 inh
N/C(Cc1ccc([N+](=O)[O-])cc1)=N\OC(=O)c1ccc2ccccc2c1	8	12	-1	4	2	0.4	8	30	-0.3
CCOc1ccc(NC(=O)C(CC(=O)O)Cc2ccc(C)cc2)cc1 (stereo unspecified)	-14	8	0	-9	2	-2.7	.	12	-2.5
Cc1cc(NC(=O)COC(=O)C2CC(=O)N(c3cccc(C)c3C)C2)no1 (stereo unspecified)	-7	24	4	-14	-4	-0.4	-2	10	-1.8
Cc1ccnc(NC(=O)C(C)N2C(=O)c3ccccc3C2=O)c1 (stereo unspecified)	1	60*	-3	1	-7	-3.1	2	1	-1.6
COCCn1c(=N)c(S(=O)(=O)c2ccc(F)cc2)cc2c(=O)n3cccc(C)c3nc21	-14	22	9	-4	-2	8.9*	-5	-18	-2.7
COc1ccccc1NC(=O)N1CCCC1C(=O)NCCc1ccccc1 (stereo unspecified)	5	19	0	15	-6	1.4	5	0	0.6
Cc1ccc(C2C(C(=O)c3sc(C)nc3C)=C(O)C(=O)N2CCN2CCOCC2)o1 (stereo unspecified)	5	19	5	-8	3	-1.1	7	5	-2.3
COC(=O)CC1(c2ccc(OC)cc2)C(=O)c2ccccc2C1=O	-6	24	3	-8	-10	0.2	-10	2	-0.8
O=S(=O)(Nc1ccc(Cl)cc1)c1cccc2nsnc12	-20	28	6	-17	8	-3.2	6	5	-1.8
CCn1c(=O)c(CCC(=O)NCC2CCCO2)c(C)c2c(C)nn(-c3ccc(C)cc3)c21 (stereo unspecified)	-9	32	7	-5	5	-1.6	6	0	-2.5
CCN(CC)S(=O)(=O)c1ccc2c(c1)nc(SCC(=O)NC1CC1)n2-c1ccccc1OC	-1	10	4	8	3	0.2	1	3	-2.9
CCOc1ccc(-c2nnc(NC3=NCCCCC3)o2)cc1	-8	7	2	-3	3	-4.6	3	12	-2.4
O=C(NCC1CCCO1)c1ccc(NC(=O)c2cccc([N+](=O)[O-])c2)cc1 (stereo unspecified)	-12	24	-4	-12	-1	-1.5	2	1	-2.3
COCCN(C(=O)CSCc1ccccc1)c1c(N)n(Cc2ccccc2)c(=O)[nH]c1=O	-10	17	8	-44	1	-4.6	-1	11	-3.5
Cc1cc(NC(=O)CCC(=O)N(CC(=O)NC2CCCC2)c2cccc(F)c2)no1	-2	19	0	1	-7	-2.8	2	-13	-7.0
O=C1C2C(c3ccccc3)C=CC(c3ccccc3)C2C(=O)N1c1cccnc1 (stereo unspecified)	-6	-4	2	-1	5	1.2	3	20	6.2*
CCn1c(COc2cccc(OC)c2)nnc1SCC(=O)Nc1cc(OC)ccc1OC	16	4	3	-4	15	1.1	3	3	-1.5
Cc1ncc([N+](=O)[O-])n1Cc1ccc(Br)cc1	-3	-5	0	16	3	-1.3	-2	17	-2.5
Cc1ccc(-n2c(-c3ccncc3)n[nH]c2=S)cc1	-8	4	-7	-5	12	-1.2	4	2	-2.8
Cc1cccc(C(C)(C)C)c1OCCn1ccnc1	2	39	2	5	10	-1.0	-7	29	-1.7
C=CCn1c(=NC(=O)c2ccco2)sc2cc(C(=O)OCC)ccc21	4	-8	1	-6	-4	0.2	-1	38	-3.5
COc1ccc(-c2nn[nH]n2)cc1OC	-5	-2	0	8	-3	2.1	-1	10	-0.8
CCN(CC)C(=O)C(=O)c1cccn1-c1ccccc1C#N	8	3	3	-5	-32	1.1	3	14	-0.6
COc1ccc(C(C)NC(=O)c2ccc(Cl)cc2)cc1OC (stereo unspecified)	0	-5	10	-4	-2	-0.8	0	29	-2.2
CCOC(=O)c1ccc(NC(=O)CCc2nc(-c3cccc(C)c3)no2)cc1	-5	36	-5	-10	-5	-2.0	-10	2	-2.0

Single entries from the list:
VIM-2 inhibitor with Cc1cc(NC(=O)CCC(=O)N(CC(=O)NC2CCCC2)c2cccc(F)c2)no1 reads -2.8
M18AAP inhibitor with COCCN(C(=O)CSCc1ccccc1)c1c(N)n(Cc2ccccc2)c(=O)[nH]c1=O reads 1
IDE cell inh with Cc1ccc(C2C(C(=O)c3sc(C)nc3C)=C(O)C(=O)N2CCN2CCOCC2)o1 (stereo unspecified) reads 7

(next part)
SMILES	GPR7 antagonist	PHOSPHO1 block	IDE cell activ	pCIP destab	M18AAP inhibitor	VIM-2 inhibitor	IDE cell inh	NALP1 yeast inh	IMP-1 inh
COCC(C)n1c(COc2ccccc2F)nnc1SCC(=O)c1c(N)n(C)c(=O)n(C)c1=O (stereo unspecified)	-8	20	2	-8	1	-0.7	4	6	-1.8
CN(C)C(=O)[C@H]1C[C@H]1[C@@H](O)[C@H](CO)NC(=O)[C@H](COCc1ccccc1)NC(=O)OC(C)(C)C	-5	-19	-4	-8	-4	-0.3	2	10	-2.1
CC(=O)Nc1ccc(C(=O)OCc2ccccc2Cl)cc1	10	4	-1	9	-4	-5.1	1	38	-4.5
COc1ccc(-c2cn3c(C)c(C(=O)Nc4cccc(NC(C)=O)c4)sc3n2)cc1	-7	36	-5	-6	-33	0.7	12	5	-2.8
c1ccc2c(NCCc3c[nH]c4ccccc34)c3ccccc3nc2c1	12	20	-1	-11	-21	8.1*	1	17	-2.5
CCCOc1ccc(N2C(=O)CC(SC(=NCC)Nc3cccc(F)c3)C2=O)cc1 (stereo unspecified)	-5	-12	11	-12	-2	-3.1	4	20	-4.4
O=C(Oc1ccc(C(=S)N2CCOCC2)cc1Br)c1ccccc1F	2	27	-3	-7	6	2.3	1	20	-1.0
COc1cccc(CN2CCN(c3nc4nonc4nc3NC3CC3)CC2)c1	-5	-20	5	-1	0	-1.6	5	11	-3.3
CC(=O)Nc1ccc(S(=O)(=O)N2CCN=C2SCc2ccc([N+](=O)[O-])cc2)cc1	11	38	2	-20	2	-1.2	-1	17	-0.9
COCCSc1ccccc1C(=O)NCc1ccco1	-3	-18	-6	-16	30*	-5.1	1	22	-3.2
O=c1c(C/C=C/c2ccccc2)c(O)ccn1Cc1ccc(Cl)cc1Cl	-21	23	2	2	-11	-0.3	-8	-2	-1.3
CC(C)C1N(C(=O)N(C)C)CCN1S(=O)(=O)c1ccccc1 (stereo unspecified)	14	-18	4	4	1	-2.4	2	4	-1.9
O=C(O)CNS(=O)(=O)c1cccc2nsnc12	6	8	-1	3	7	-1.3	-1	1	-1.5
CCOc1ccc(N(CC(=O)Nc2ccccc2)S(C)(=O)=O)cc1	-5	80*	-2	-10	1	-3.5	-3	1	-2.7
COc1ccc(/C=C/C(=O)OCC(=O)Nc2ccc(Cl)cc2F)cc1S(=O)(=O)N1CCOCC1	-4	7	-6	17	9	-2.0	-1	.	-3.8
Cc1cc(C)n(C(=O)Cn2nc(C(F)F)cc2C)n1	-7	5	2	-12	-15	-0.1	0	16	-3.5
Cc1cc(C)nc(NS(=O)(=O)c2ccc(NC(=O)c3ccc(S(=O)(=O)N(C)C)cc3)cc2)n1	-6	51	4	-4	-4	-0.6	8	-7	-7.2
O=C(N/N=C/c1ccc(O)cc1)c1cc(C23CC4CC(CC(C4)C2)C3)[nH]n1	-10	32	1	-11	6	-5.5	-6	.	-4.4
COc1ccc(S(=O)(=O)N2CCc3ccccc3C2)cc1OC	-4	30	0	-16	-6	-1.7	-1	0	-3.1
CCCc1cc(NCC2CCCO2)n2c(nc3ccccc32)c1C#N (stereo unspecified)	-16	3	2	-2	-13	8.7*	4	14	-0.5

From PubChem BioAssay
